Compound activity as filed in PubChem.
D1 antag = antagonists of human D1 dopamine receptor; P21728; HEK293 TREx D1 cells, calcium flux, dopamine EC80; hits give low values; activity change, negative = inhibition, % at 10 µM; 360,000 tested, 3.2% active; AID 504652; in the data active = activity change below about -30%; note: % is set by controls: 0 for no effect and ±100 for the full control effect
Target sequence (P21728 whole entry, looked up): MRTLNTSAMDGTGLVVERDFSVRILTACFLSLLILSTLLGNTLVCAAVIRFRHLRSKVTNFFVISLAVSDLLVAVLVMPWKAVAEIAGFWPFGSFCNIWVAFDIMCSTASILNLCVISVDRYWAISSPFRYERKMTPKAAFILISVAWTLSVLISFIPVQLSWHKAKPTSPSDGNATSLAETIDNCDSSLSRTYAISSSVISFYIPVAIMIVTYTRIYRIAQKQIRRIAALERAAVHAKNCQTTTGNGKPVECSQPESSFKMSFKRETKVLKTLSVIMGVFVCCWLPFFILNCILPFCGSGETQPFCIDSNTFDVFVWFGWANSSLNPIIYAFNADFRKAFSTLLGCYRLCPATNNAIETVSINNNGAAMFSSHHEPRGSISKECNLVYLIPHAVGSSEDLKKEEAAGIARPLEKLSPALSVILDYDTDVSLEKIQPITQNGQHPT
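Inducible Hek293 Trex D1 cells (tetracycline, overnight, 30 C). Calcium dye 30–90 min RT. Antagonist mode: EC80 dopamine added after 180 s compound read.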
D2 potentiator = positively modulates the human D2 dopamine receptor allosterically; P14416; HEK293 T-REx D2, calcium flux, EC20 dopamine potentiation; potentiation, % at 10 µM; 340,000 tested, 0.34% active;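 active = potentiation over 3 SD above the plate norm, cut at about 30% in these data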; note: 0% is about no effect
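Potentiation of an EC20 dopamine calcium response measured kinetically over 180 s, after a preceding 180 s compound-only read flagging agonists. Cells: inducible Hek293 Trex D2 line, 4000/well, cultured overnight at 30 C before dye loading.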
D2 antagonist = antagonists of human D2 dopamine receptor. AID 485344. inhibition, % at 10 µM. HEK293 TREx D2 cells, calcium flux, dopamine EC80. P14416. 340,000 tested, 2% active; in the data active = inhibition above about 30%; note: 0% is about no effect
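Tetracycline-induced HEK293 TREx cells expressing D2 receptor forced-coupled to calcium signalling, loaded with no-wash calcium dye. Compounds added and calcium flux read 180 s, then dopamine added at EC80 and read a further 180 s.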
D1 ag = human D1 receptor agonism; activation, % at 2 µM; 360,000 tested, 1% active; HEK293 T-REx D1 cells, calcium flux, agonist mode; note: 0% is about no effect
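Inducible HEK293 T-REx D1 cells, force-coupled to calcium signalling, were plated at 4000 cells/well with tetracycline and held overnight at 30 C. After no-wash calcium dye loading, compound-evoked calcium rise over 180 s flagged agonists.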
TRHR PAM = allosteric enhancers of human TRH receptor. TRHR cells, fluo-8 calcium fluorescence, EC20 TRH enhancement. AID 493056. 360,000 tested, 0.66% active. P34981. enhancement, % at 2 µM; in the data active = enhancement above about 30%; note: 0% is about no effect
Target sequence (P34981 whole entry, looked up): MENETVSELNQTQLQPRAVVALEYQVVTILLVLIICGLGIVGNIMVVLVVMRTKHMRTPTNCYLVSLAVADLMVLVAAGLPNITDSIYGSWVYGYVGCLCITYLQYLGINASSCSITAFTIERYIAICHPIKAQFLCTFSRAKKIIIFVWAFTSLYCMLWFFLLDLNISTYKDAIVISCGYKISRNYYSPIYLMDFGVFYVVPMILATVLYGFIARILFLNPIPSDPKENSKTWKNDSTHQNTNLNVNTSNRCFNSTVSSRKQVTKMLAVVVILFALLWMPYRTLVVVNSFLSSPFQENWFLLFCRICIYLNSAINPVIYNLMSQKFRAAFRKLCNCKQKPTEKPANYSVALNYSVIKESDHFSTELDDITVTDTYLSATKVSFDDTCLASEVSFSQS
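Enhancer read-out: after compound pinning and an initial kinetic agonist-mode read, an EC20 of TRH (10 nM final) was injected and fluo-8 calcium signal (Ex 480/Em 530) followed at 1 s/cycle for 100 cycles in TRHR-expressing cells.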
TRHR ag = agonists of human TRH receptor. P34981. activation, % at 2 µM. 360,000 tested, 0.18% active. TRHR cells, calcium flux fluo-8, FDSS agonist mode; note: 0% is about no effect
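Agonist-mode FDSS calcium read (Ex 480/Em 530, 1 s cycles) in 1536-well TRHR cells with fluo-8 dye, after 10-cycle baseline and 23 nL compound addition; TRH at EC20 (10 nM final) added afterwards for the enhancer phase.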
D1 potentiator = human D1 dopamine receptor positive modulation. potentiation, % at 10 µM. 360,000 tested, 0.036% active. AID 504651. HEK293 TREx D1 cells, calcium flux, dopamine EC20 potentiation; in the data active = potentiation above about 30%; note: 0% is about no effect
RXFP1 antagonist = RXFP1 (human) relaxin receptor antagonism; Q9HBX9; HEK293-RXFP1, relaxin-stimulated cAMP HTRF, 30 min; hits give low values; activity change, negative = inhibition, % at 57.5 µM; 350,000 tested, 0.59% active; AID 1259400;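 active = activity change of -60% or lower, but not beyond a set lower limit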; note: % is set by controls: 0 for no effect and ±100 for the full control effect
D2 ag = agonists of human D2 dopamine receptor | activation, % at 2 µM | 340,000 tested, 0.53% active | HEK293 T-REx D2 cells, calcium flux agonist mode;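 active = activation over 3 SD above normal in the single-dose calcium agonist read, cut at about 30% in these data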; note: 0% is about no effect
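Agonism scored from kinetic calcium signal (1 read/sec, 180 s) following compound pin transfer, after a 10 s baseline. Cells: HEK293 Trex line expressing inducible D2 receptor coupled to calcium, dye-loaded after overnight culture at 30 C.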
Numbers without * were called inactive; x = not tested or not shown. Cut-off read from the data, not from the text of the source, unless noted: active = activation above about 30%; inactive = the rest.

SMILES	D1 antag	D2 potentiator	D2 antagonist	D1 ag	TRHR PAM	TRHR ag	D1 potentiator	RXFP1 antagonist	D2 ag
CN(CC(=O)N1CCN(c2ccccn2)CC1)S(=O)(=O)c1ccccc1	-5	-10	-6	0	1	0.1	2	3	6.0
Cc1cccc(NC2=NC3(CCCCC3)N=C(N)N2)c1C	-10	-9	-9	0	-3	0.3	-11	-4	1.2
CCCCn1c(N)c(-c2nc3ccccc3o2)c2c([N+](=O)[O-])nn(CC)c(=O)c21	1	-7	-8	2	8	0.8	-7	-8	0.8
NC(=S)NNC(=O)COc1ccccc1O	15	9	28	1	3	-0.1	-8	2	-0.9
O=C(CN(Cc1cccs1)C(=O)CCC(=O)Nc1ccccn1)NCc1ccccc1	0	19	6	0	2	-0.5	-2	-12	0.6
CCCCn1c(N)c(N(CCOC)C(=O)COC(=O)COc2cccc(C(C)=O)c2)c(=O)[nH]c1=O	14	-6	5	0	-1	0.3	-3	3	-0.1
CCCCc1ccc(Nc2cc(C)nc(-n3nc(C)cc3C)n2)cc1	-2	8	x	0	11	-0.2	3	-30	-0.3
CCCCNC(=O)CSc1ccc(S(=O)(=O)N2CCOCC2)cn1	4	12	-4	2	6	0.2	1	7	0.0
Nc1c(C(=O)NCc2ccc(F)cc2)c2nc3ccccc3nc2n1CCCN1CCOCC1	-14	-1	-8	18	4	0.7	-6	-11	0.5
CS(=O)(=O)N(CC(=O)NC1CCCCCC1)Cc1ccc(Cl)cc1	-6	-1	-4	-1	-7	-0.4	-1	-36	0.5
COCCN(Cc1ccco1)C(=O)C1CCCN(c2ncnc3c2nc2n3CCCCC2)C1 (stereo not drawn)	-14	-19	7	1	-5	0.3	-4	-6	-2.6
S=c1[nH]c2ccc3ccccc3c2[nH]1	4	0	2	0	-3	0.3	5	1	0.5
COc1ccc(NC(=O)CCc2nnc3ccc(NCc4ccco4)nn23)cc1OC	-17	x	x	2	-5	0.0	-3	20	x
CCN(c1ccccc1)S(=O)(=O)c1ccc(Cl)c(C(=O)OCC(=O)c2[nH]c(C)c(C(C)=O)c2C)c1	-13	x	x	9	-6	-0.4	-6	4	x
COc1ccc(CC(=O)OCC(=O)Nc2cccc(Br)c2)cc1	13	-3	-2	2	0	-0.4	-4	26	0.6
CCOC(=O)c1c(N)sc(C(=O)N(C)C)c1C	-10	-1	6	0	-1	0.1	1	-11	-0.8
CC(=O)NS(=O)(=O)c1ccc(N=NN2CCCCCC2)cc1	0	0	4	-1	-4	0.3	5	9	0.4
C#CCOCCOCCOCCNc1nc(N2CCN(C(=O)[C@H](CCC(=O)O)n3cc(C(N)Cc4ccc(O)cc4)nn3)CC2)nc(N2CCN(C(=O)[C@H](CCC(=O)O)n3cc(C(N)CC(C)C)nn3)CC2)n1 (stereo partly drawn)	-12	-6	0	-2	0	-0.2	-2	x	-0.9
CCOC(=O)C1(C)NC(c2ccc(OC)cc2OC)C2C(=O)N(c3cccc(OC)c3)C(=O)C21 (stereo not drawn)	-3	-6	-5	3	0	0.6	-1	-12	0.6
Cc1ccc(C(=O)NC2CCN(S(=O)(=O)c3ccc(C)cc3)CC2)cc1	-1	-6	14	2	14	-0.5	-4	-11	0.8

Brought forward from above: 6 compounds; new compounds follow.
SMILES	D1 antag	D2 potentiator	D2 antagonist	D1 ag	TRHR PAM	TRHR ag	D1 potentiator	RXFP1 antagonist	D2 ag
COc1ccc(CC(=O)OCC(=O)Nc2cccc(Br)c2)cc1	13	-3	-2	2	0	-0.4	-4	26	0.6
CCOC(=O)c1c(N)sc(C(=O)N(C)C)c1C	-10	-1	6	0	-1	0.1	1	-11	-0.8
CC(=O)NS(=O)(=O)c1ccc(N=NN2CCCCCC2)cc1	0	0	4	-1	-4	0.3	5	9	0.4
C#CCOCCOCCOCCNc1nc(N2CCN(C(=O)[C@H](CCC(=O)O)n3cc(C(N)Cc4ccc(O)cc4)nn3)CC2)nc(N2CCN(C(=O)[C@H](CCC(=O)O)n3cc(C(N)CC(C)C)nn3)CC2)n1 (stereo partly drawn)	-12	-6	0	-2	0	-0.2	-2	x	-0.9
CCOC(=O)C1(C)NC(c2ccc(OC)cc2OC)C2C(=O)N(c3cccc(OC)c3)C(=O)C21 (stereo not drawn)	-3	-6	-5	3	0	0.6	-1	-12	0.6
Cc1ccc(C(=O)NC2CCN(S(=O)(=O)c3ccc(C)cc3)CC2)cc1	-1	-6	14	2	14	-0.5	-4	-11	0.8
CCCCOC(=O)c1ccc(NC(=O)CN2C(=O)NC3(CCCCCC3)C2=O)cc1	3	5	2	5	13	1.4	1	1	0.8
CCOc1ccc(CCNC(=O)c2nnc(CS(=O)(=O)c3ccccc3)o2)cc1OCC	0	0	-20	1	12	0.2	-2	-11	-0.1
Cc1ccccc1N1CC(c2nnc(NC(=O)c3ccco3)s2)CC1=O (stereo not drawn)	5	5	x	1	-1	-1.0	2	-1	-1.9
O=C(Nc1nc2cc3c(cc2s1)OCO3)c1ccco1	1	-5	-5	3	-1	-1.0	0	-3	-0.6
O=C(Nc1ncn[nH]1)c1c(Cl)ccc(Cl)c1Cl	8	-2	x	7	-3	-0.1	-1	-2	x
CC(=O)Nc1cccc(C(=O)NCCc2ccco2)c1	18	13	7	3	4	1.6	-3	12	-0.2
N#Cc1ccc(CN2CCN(C(=O)c3cn(Cc4ccccc4)nc3-c3cccnc3)CC2)cc1	6	-13	-1	2	6	0.2	-2	3	0.3
O=C(NCc1ccccc1)C1=C[C@@H](C2CC2)C[C@@H](OCCCCO)O1	24	6	14	-2	-2	-0.4	-5	x	-0.3
O=C(Nc1nc2cc3c(cc2s1)OCCO3)c1ccc(N2C(=O)CCC2=O)cc1	9	-11	-2	3	0	-0.3	2	0	0.3
COc1ccc2nc(N=Nc3ccc(N(C)C)cc3)sc2c1	-10	21	3	8	86*	-0.6	-2	3	0.0
Nc1nc(SCC(=O)Nc2ccc(Cl)cc2C(F)(F)F)n[nH]1	0	5	-6	3	2	0.1	13	-16	1.1
O=C(CC1CS(=O)(=O)CC1CC(=O)Nc1ccc2c(c1)OCCO2)Nc1ccc2c(c1)OCCO2 (stereo not drawn)	0	14	-8	3	9	0.4	9	2	1.1
CCc1ccc(NC(=O)c2sc3nc(C)nc(N4CCN(c5ccccn5)CC4)c3c2C)cc1	-84*	-7	-9	2	3	0.9	-12	1	-0.1
Cc1nc(C)c(CCNC(=O)c2ccc(C(F)(F)F)cc2)s1	0	0	3	1	4	0.0	-3	0	-0.3
Clc1cc2cccnc2c2ccccc12	3	-8	-2	-1	13	0.4	-4	x	-0.8
O=c1oc2ccccc2n1CCCOc1ccccc1Cl	-2	-2	x	6	1	0.2	-3	1	x
COc1cc(-c2nnc(SCC(=O)N(C)C3CCCCC3)o2)cc(OC)c1OC	-2	-8	x	9	0	0.1	-4	x	-1.3
CC1(C)Oc2ccc(NC(=O)C3COc4ccccc4O3)cc2O1 (stereo not drawn)	6	-7	6	3	4	-1.7	3	-12	0.1
O=c1cc(CSc2ccccc2)nc(-c2ccncc2)[nH]1	-16	-10	8	2	0	-0.1	-2	10	15
CCOc1ccc(-n2c(=O)c3c4c(sc3n(CC(=O)NCC3CCCO3)c2=O)CCC4)cc1 (stereo not drawn)	-2	2	-7	-4	-1	-0.4	0	-5	-1.3
CC(OC(=O)/C=C/c1ccccc1Cl)C(=O)NC1CCCCC1C (stereo not drawn)	-20	7	1	-2	8	-0.1	5	-5	2.0
Cc1cc(C)n(C(C)CC(=O)Nc2cccc(C#N)c2)n1 (stereo not drawn)	-5	-9	x	0	13	0.4	-6	0	x
CC(C)[C@H](NC(=O)OCc1ccccc1)C(=O)OCC(=O)N1CCN(c2ccccc2)CC1	-15	0	12	2	-3	0.3	0	-7	0.3
CCN(CC)c1ccc(NC(=O)C2COc3ccc(OC)cc3C2)c(C)c1 (stereo not drawn)	-7	-4	x	5	2	-0.9	-1	-21	-0.5
COc1cc(OC)c(NC(=O)c2nn(-c3ccc(C)cc3)c(=O)c3c2c2ccccc2n3C)cc1Cl	-3	2	x	0	3	0.1	3	0	0.2
O=[N+]([O-])c1ccc(CSc2ccccn2)cc1	-4	1	5	1	-2	-1.3	-1	-17	-1.3
COc1cccc2c(=O)cn[nH]c12	-52*	11	0	1	2	0.4	-7	-3	0.9
CCOC(=O)Cn1nnc(-c2ccccc2)n1	-14	2	-15	-1	0	-0.3	-2	7	1.0
COc1ccc(C2(C)ON(c3ccccc3C(F)(F)F)C2=O)cc1 (stereo not drawn)	10	-2	-5	-2	35*	-0.4	0	x	-0.8
Cc1ccc(-n2c(SCC(=O)NC3CCS(=O)(=O)C3)nc3ccccc3c2=O)cc1 (stereo not drawn)	-3	28	-11	1	3	0.0	1	-1	-0.4
O=C(Nc1ccc(Cl)cc1N1CCOCC1)C1CCCCC1	14	-5	-3	5	-2	1.3	-2	9	0.9
O=C(COc1ccc(Cl)cc1)Nc1ccc2nc(SCC(=O)N3CCOCC3)sc2c1	-36*	9	x	11	-1	0.9	-2	-33	-1.1
COc1ccc(CCC(=O)OCC(=O)c2ccc(C)cc2)cc1	-10	-5	10	3	-3	0.8	-1	-5	0.4
CC(=O)c1ccc(C(=O)N2CCCC(Nc3ccc(C(C)C)cc3)C2)s1 (stereo not drawn)	-20	13	-2	2	-3	0.0	0	-5	-0.4
CC(C)OCCCNC(=O)c1c(N)n(/N=C/c2cccs2)c2nc3ccccc3nc12	-1	-1	-8	0	-1	0.0	-2	-5	0.4
Cc1occc1-c1nnc(SCC(=O)N2CCOCC2)n1CCc1ccccc1	-21	0	-12	1	-3	0.2	-10	-2	1.0

Some entries already given, reduced to D1 ag and D2 antagonist.
Molecule	D1 ag	D2 antagonist
COc1ccc(C2(C)ON(c3ccccc3C(F)(F)F)C2=O)cc1 (stereo not drawn)	-2	-5
Cc1ccc(-n2c(SCC(=O)NC3CCS(=O)(=O)C3)nc3ccccc3c2=O)cc1 (stereo not drawn)	1	-11

Full records, looked up by structure. Values in the order: D1 antag | D2 potentiator | D2 antagonist | D1 ag | TRHR PAM | TRHR ag | D1 potentiator | RXFP1 antagonist | D2 ag
Profile of O=c1cc(CSc2ccccc2)nc(-c2ccncc2)[nH]1 = -16 | -10 | 8 | 2 | 0 | -0.1 | -2 | 10 | 15
Profile of CCOC(=O)Cn1nnc(-c2ccccc2)n1 = -14 | 2 | -15 | -1 | 0 | -0.3 | -2 | 7 | 1.0
Profile of O=C(NCc1ccccc1)C1=C[C@@H](C2CC2)C[C@@H](OCCCCO)O1 = 24 | 6 | 14 | -2 | -2 | -0.4 | -5 | x | -0.3
